# Screening data: PubChem, several laboratories
# phage Ecoli inh – E. coli growth loss with phage present; inhibition, % at 11.9 µM; growth absorbance; AID 651602; 360,000 compounds, 0.26% hits; in the data active means inhibition above about 11%
# Ecoli viability – counter-screen for AddAB inhibitors: E. coli growth inhibition; AID 449728; E. coli V3065 growth, OD600 absorbance, 18 h; 330,000 compounds, 0.27% hits; inhibition, % at 11.9 µM;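 active means inhibition above the campaign's mean inhibition across all tested compounds plus 3 SD, cut at about 9.9% in these data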;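 further: uninfected addAB+ strain grown without phage in ampicillin broth; 0% = DMSO wells and 100% = ciprofloxacin 0.95 µg/ml wells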
# Rtt109 Vps75 – blocks Candida albicans Rtt109/Vps75 acetyltransferase activity; 330,000 compounds, 0.16% hits; purified Rtt109/Vps75, ThioGlo CoA-SH fluorescence, 4 h; Q5AAJ8; inhibition, % at 34.9 µM;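 active means inhibition of at least 50% in every replicate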
# Target sequence (Q5AAJ8 whole entry, looked up): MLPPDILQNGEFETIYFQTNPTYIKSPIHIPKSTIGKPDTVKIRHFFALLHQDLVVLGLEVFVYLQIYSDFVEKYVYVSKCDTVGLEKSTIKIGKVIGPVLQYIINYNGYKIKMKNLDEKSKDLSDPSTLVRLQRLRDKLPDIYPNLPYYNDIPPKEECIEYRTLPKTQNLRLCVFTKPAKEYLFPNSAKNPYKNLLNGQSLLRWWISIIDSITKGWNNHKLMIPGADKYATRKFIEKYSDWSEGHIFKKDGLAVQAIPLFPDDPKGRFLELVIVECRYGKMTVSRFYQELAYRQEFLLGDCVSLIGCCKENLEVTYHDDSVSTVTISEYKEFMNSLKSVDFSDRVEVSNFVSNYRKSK
# DAGLB inhibitor – diacylglycerol lipase beta (human) inhibition. HEK293T DAGLB membrane lysate, EnzChek fluorogenic substrate. inhibition, % at 5.17 µM. Q8NCG7. 340,000 compounds, 0.059% hits; in the data active means inhibition above about 34%;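 further: 0% = enzyme with vehicle and 100% = wells lacking enzyme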
# Target sequence (Q8NCG7 whole entry, looked up): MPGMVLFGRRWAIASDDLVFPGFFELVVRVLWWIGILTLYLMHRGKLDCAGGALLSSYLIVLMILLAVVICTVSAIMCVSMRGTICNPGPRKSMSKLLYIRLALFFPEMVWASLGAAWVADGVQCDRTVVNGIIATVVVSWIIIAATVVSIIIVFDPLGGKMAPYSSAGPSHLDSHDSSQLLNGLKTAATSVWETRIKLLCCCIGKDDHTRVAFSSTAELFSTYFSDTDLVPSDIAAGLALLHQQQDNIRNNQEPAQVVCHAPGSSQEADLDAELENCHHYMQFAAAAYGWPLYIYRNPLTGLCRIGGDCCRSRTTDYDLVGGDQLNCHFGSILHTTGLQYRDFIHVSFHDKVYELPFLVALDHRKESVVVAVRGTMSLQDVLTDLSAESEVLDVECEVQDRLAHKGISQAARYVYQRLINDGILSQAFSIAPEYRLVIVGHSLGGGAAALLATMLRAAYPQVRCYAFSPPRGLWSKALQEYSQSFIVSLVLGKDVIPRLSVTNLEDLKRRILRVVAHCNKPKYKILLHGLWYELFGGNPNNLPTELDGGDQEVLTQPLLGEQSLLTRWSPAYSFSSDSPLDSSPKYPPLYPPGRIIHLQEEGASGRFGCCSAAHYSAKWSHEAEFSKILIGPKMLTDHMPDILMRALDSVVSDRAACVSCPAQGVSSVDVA
# CAL PDZ FP – human CAL PDZ-peptide interaction inhibition; Q9HD26; purified CAL PDZ, TMR-peptide fluorescence polarization, 1 h; inhibition, % at 20 µM; 330,000 compounds, 0.02% hits;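 active means highest replicate inhibition of at least 40%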;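 further: plate controls were DMSO neutral control wells for no effect and unlabeled competitor peptide control wells for full effect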
#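 System: tagged CAL PDZ domain. Schedule: 1 h room-temperature incubation prior to read. Signal: fluorescence polarization (mP). Measure: percent inhibition from loss of millipolarization.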
# PfHsp90 yeast 2 – reduces growth (ATP signal) of yeast expressing P. falciparum Hsp90; 310,000 compounds, 0.32% hits; S. cerevisiae expressing PfHsp90, BacTiter-Glo ATP, 48 h; yeast lacking PDR1 and PDR3 efflux regulators; inhibition, % at 9.4 µM; AID 504621;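 active means every replicate shows inhibition above about 80%, whatever the replicate mean, limit read from the data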;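 further: 0% = DMSO neutral controls and 100% = 20 µM radicicol positive controls; yeast relying on Plasmodium falciparum Hsp90 in place of its own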
# Wnt act – activators of Wnt/beta-catenin signaling; Wnt/beta-catenin reporter cell assay, activator, plate reader; activation, % at 9.35 µM; 300,000 compounds, 1.2% hits; AID 743398; in the data active means activation above about 30%, passing the limit was not always enough;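 further: 0% = neutral control wells and 100% = positive control wells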
# AddAB inh – less growth of phage-infected E. coli with AddAB; E. coli expressing H. pylori AddAB, absorbance growth; inhibition, % at 11.9 µM; 330,000 compounds, 0.29% hits; AID 435030; in the data active means inhibition above about 12%;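 further: 0% = vehicle wells of infected cells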
# PvdQ inh – P. aeruginosa PvdQ acylase inhibition; inhibition, % at 10 µM; 340,000 compounds, 0.063% hits; purified PvdQ acylase, fluorescence plate reader; in the data active means inhibition above about 30%, passing the limit was not always enough;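 further: 0% = vehicle neutral wells and 100% = reference inhibitor wells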
# Tat transport – blocks Tat-dependent protein export in E. coli; inhibition, % at 10 µM; E. coli MC4100 TorA-mCherry Tat export, fluorescence; AID 488895; 340,000 compounds, 0.036% hits;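 active means mean replicate inhibition at least 50% and at least half of replicates individually reaching 50%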;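 further: exported cargo escapes ClpAP degradation while cytoplasmic cargo is degraded and loses fluorescence; 0% = median of neutral control wells and 100% = median of NaSCN control wells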
# Starred values were filed as active, the others as inactive; / = no result given.
# Sequence of screens – phage Ecoli inh	Ecoli viability	Rtt109 Vps75	DAGLB inhibitor	CAL PDZ FP	PfHsp90 yeast 2	Wnt act	AddAB inh	PvdQ inh	Tat transport
- CCOC(=O)Nc1ccc(S(=O)(=O)Nn2cnnc2)cc1
→ 3.5	0.7	3	1	-2.8	22	0	0.1	1	-4
- CN(c1cccc(NC(=O)Nc2cccc(Cl)c2)c1)S(C)(=O)=O
→ 4.3	2.8	-6	0	-3.1	31	-3	5.6	-17	-5
- COc1ccc(NC(=O)c2ccc(-n3nc(C)c[n+]3[O-])cc2)cc1
→ 2.6	-1.3	-6	-3	-2.0	12	/	4.5	7	2
- COC(=O)CNC(=O)CN1C(=O)N(c2ccccc2)C(N(O)C(=O)Nc2ccccc2)C1(C)C (stereo unspecified)
→ -3.0	2.8	-3	0	-0.2	-4	-1	3.7	-51	0
- NC1=NS(=O)(=O)NC1c1cccc(Cl)c1 (stereo unspecified)
→ 3.5	-0.5	1	0	-0.1	-16	/	0.0	-21	-8
- CN(C(=O)OC(C)(C)C)[C@H](Cc1ccccc1)C(=O)N[C@H]1CCCCNC1=O
→ 0.2	1.1	-6	-2	0.7	-7	0	0.1	-10	-1
- COc1ccccc1NCC(O)COc1ccc(C(C)(C)C)cc1 (stereo unspecified)
→ -2.5	-1.3	-5	-4	0.4	-34	-3	1.2	-11	7
- Cc1cccc(OCC(O)CN2CCN(C3CCCCC3)CC2)c1 (stereo unspecified)
→ 1.9	-1.6	-6	-2	0.5	-9	/	2.9	-7	-1
- CC(=O)N1CCN(CCN=CC2=C(O)CC(c3cccs3)CC2=O)CC1 (stereo unspecified)
→ 3.0	1.7	-2	-2	-0.1	6	/	-3.2	0	5
- COc1cc(/C=C/C(=O)OCC(=O)NCc2ccc(F)cc2)ccc1O
→ 3.0	-1.9	7	1	-2.0	0	-7	-2.0	2	3
- O=C(COC(=O)Cn1cnc2ccccc21)NCCCc1ccccc1
→ 2.7	1.5	5	-3	-0.1	-3	0	-0.6	-13	0
- CN(CCCN1CCOCC1)C(=O)c1cc(COc2cccc(C(F)(F)F)c2)on1
→ 1.7	1.4	-4	1	-1.5	10	-1	0.9	-7	-2
- Cc1cc(C)n(CC(=O)NCCC2=CCCCC2)n1
→ 1.6	0.9	-1	0	-0.3	9	-3	0.9	-11	1
- COc1ccc(-c2ccc(S(=O)(=O)N3CCCC3)cc2)cc1
→ 0.6	3.4	-1	-5	-1.2	-1	-2	-2.7	-10	-1
- O=C(Nc1ccccc1-c1ccccc1NC(=O)c1ccco1)c1ccco1
→ 3.9	-0.2	-4	-2	-0.8	-19	-1	1.4	-11	-1

# Continuation.
# Sequence of screens – phage Ecoli inh	Ecoli viability	Rtt109 Vps75	DAGLB inhibitor	CAL PDZ FP	PfHsp90 yeast 2	Wnt act	AddAB inh	PvdQ inh	Tat transport
- Cc1[nH]c2ccccc2c1/C=C(\C#N)C(=O)NCC1CCCO1 (stereo unspecified)
→ 4.6	1.6	0	-1	-6.9	-1	2	5.5	-9	5
- O=C(CSc1nnc(-c2ccccc2)o1)NC1CC1
→ 2.1	-2.0	0	-3	-0.3	-16	7	-0.8	6	0
- COc1ccccc1N(CC(=O)NCc1ccc(F)cc1)C(=O)CCC(=O)Nc1ccccn1
→ 1.6	2.4	-12	2	0.1	-17	-2	2.7	13	-6
- CC(Oc1cc(Cl)ccc1Cl)C(=O)N/N=C\c1ccnn1C (stereo unspecified)
→ 3.8	-1.2	0	-3	-1.4	-52	/	1.0	-4	-8
- COc1cccc(NC(=O)Cn2c(CCC(=O)O)ccc2-c2ccc(C)cc2)c1
→ 3.0	0.3	12	-2	-0.3	-1	1	1.2	-9	-3
- CN(CCCNC(=O)c1ccc(/C=N/O)nc1)CCCN(C)Cc1ccccc1
→ 1.9	1.4	-6	0	-1.8	24	/	0.7	-5	-6
- CCC(C)(C)NC(=O)CN(C(=O)CCC(=O)Nc1cc(C)ccn1)c1ccc2c(c1)OCO2
→ 2.7	-0.5	2	2	-0.7	15	/	-0.1	-10	-2
- C=C(C)C(=O)Nc1cccc(C2=NOC3(C2)C[C@@H](C(N)=O)N(C(=O)CC(c2ccccc2)c2ccccc2)C3)c1 (stereo partly specified)
→ 0.2	-2.0	8	4	-1.4	-7	-3	2.5	-13	5
- Cn1c(COc2ccc(Cl)cc2)nc2ccccc2c1=O
→ 0.9	-0.7	-1	5	-2.1	33	1	-1.6	-11	3
- COc1cc(C=NNC(=O)Cn2nc(C)cc2C)ccc1OC(=O)C1CC1
→ 2.1	-0.8	1	-3	-1.8	-2	2	0.3	-10	-7
- COc1ccc(CC(=O)OC(C)C(=O)NC2CCCCC2C)cc1 (stereo unspecified)
→ 2.2	/	-10	0	-1.8	/	-4	/	-17	-3
- Cc1cccc(NC(=O)C(=O)NCC2CCCN2S(=O)(=O)c2ccccc2)c1 (stereo unspecified)
→ 3.4	1.0	12	-2	-2.0	/	2	0.4	-15	5
- COc1ccc(-c2nn(Cc3ccccc3)cc2C(=O)N2CCN(c3ncccn3)CC2)cc1
→ 5.6	0.0	-5	-1	-0.9	-5	-3	0.1	-9	-2
- O=C(O)c1cccc(S(=O)(=O)N2CCCC(c3nc4c(nnn4Cc4ccccc4Cl)c(=O)[nH]3)C2)c1 (stereo unspecified)
→ 0.1	-0.1	2	2	-3.3	4	-2	3.7	0	-2
- O=C(Cc1cccs1)N(c1ccc(Cl)cc1)C1C=CS(=O)(=O)C1 (stereo unspecified)
→ 0.5	-0.1	-8	6	-2.5	-21	2	0.7	-5	2

# Additional entries.
# Sequence of screens – phage Ecoli inh	Ecoli viability	Rtt109 Vps75	DAGLB inhibitor	CAL PDZ FP	PfHsp90 yeast 2	Wnt act	AddAB inh	PvdQ inh	Tat transport
- CC(C)C(=O)Nc1nnc(SCC(=O)Nc2ccc3c(c2)OCCO3)s1
→ -0.8	-1.5	10	0	0.7	3	-3	2.5	5	-6
- Cn1cnnc1SCC(=O)Nc1ccc2c(c1)CCC2
→ -2.0	1.2	4	-1	-0.1	4	/	1.3	-6	-8
- COc1ccc(C2/C(=C(/O)c3ccccc3)C(=O)C(=O)N2c2ccccn2)cc1 (stereo unspecified)
→ 1.5	1.3	14	-3	-0.7	23	4	0.8	13	-6
- COc1cc(/C=C2/C(=O)NN(c3ccc(F)cc3)C2=O)cc([N+](=O)[O-])c1O
→ 3.2	-0.9	8	9	-2.0	-29	-3	5.1	-9	1
- CCOC(=O)c1cnc(SCC(=O)OCC(=O)NC2CCS(=O)(=O)C2)nc1N (stereo unspecified)
→ 4.5	2.1	1	1	0.9	19	-4	-2.2	10	-14
- CCOc1ccc(CNS(=O)(=O)c2c(C)nc3scc(C)n3c2=O)cc1OC
→ 0.6	-1.3	-2	2	-2.0	4	-3	3.3	3	-5
- CC1(c2nnc(Cc3ccccc3)o2)CC(c2ccc(OC(F)(F)F)cc2)=NO1 (stereo unspecified)
→ 3.4	2.2	12	-8	-0.5	-8	-4	2.1	0	-3
- CC1(C)OC(=O)N(NCc2ccccc2)C1(C)O (stereo unspecified)
→ 2.0	2.4	-6	-6	-1.8	-6	1	-1.2	-9	4
- CCc1ccc(NCCC(=O)c2ccc(Br)cc2)cc1
→ /	3.1	-1	-1	/	29	1	1.2	2	-8
- CCSc1nnc(NC(=O)C(C(F)(F)F)C(F)(F)F)s1
→ 0.0	0.7	20	-4	-0.3	11	/	2.1	-10	2
- CCN(CC)S(=O)(=O)c1cc(C(=O)O)ccc1OC
→ 1.4	0.4	-1	1	0.4	23	-4	-0.3	-9	-5
- C=CCNC(=S)Nc1ccc(Cl)cc1
→ 1.8	-0.6	10	-1	-0.5	13	-2	1.2	2	-2
- CCC1(c2ccccc2)NC(=S)N(c2cccc(C)c2C)N1 (stereo unspecified)
→ 2.8	-2.1	8	-2	-0.8	-29	/	-0.2	13	1
- COc1ccc(OC)c(NC(=O)C2CCCN(S(=O)(=O)c3c(C)nn(C)c3C)C2)c1 (stereo unspecified)
→ 5.2	-3.2	7	-1	0.2	7	-3	0.7	10	-14
- Cc1c(N2CCCC2)cc2c(c1NC(=O)c1ccccc1Cl)C(C)(C)CC2(C)C
→ 5.2	-0.6	-1	-15	-0.7	-8	-3	2.6	7	-5

# The listing continues.
# Sequence of screens – phage Ecoli inh	Ecoli viability	Rtt109 Vps75	DAGLB inhibitor	CAL PDZ FP	PfHsp90 yeast 2	Wnt act	AddAB inh	PvdQ inh	Tat transport
- COc1cccc(CN=c2c([N+](=O)[O-])nn(-c3ccccc3C)n2O)c1
→ 2.0	-0.4	17	-3	-2.3	-8	-3	1.8	16	-2
- CCCCCOC(=O)c1ccc(NC(=O)c2cccc(NC(=O)c3ccccc3C(=O)O)c2)cc1
→ -1.6	-0.1	-2	3	-0.8	-11	0	3.9	-17	8
- CC(=O)Nc1ccc(S(=O)(=O)Nc2cccc(S(=O)(=O)N(C)c3ccccc3)c2)cc1
→ 1.0	/	5	0	-3.0	9	-2	/	1	2
- Cc1cccc(-n2nnc(C(=O)NCc3ccccn3)c2N)c1
→ 1.8	-0.1	-3	-1	-0.9	-6	/	1.4	-13	-1
- CN1CCN(C2=Cc3cc(Cl)ccc3Sc3cc(F)ccc32)CC1
→ 2.6	-1.8	18	-2	-1.7	-5	/	1.0	4	-2
- Oc1c(Br)cc(/C=N/Nc2ccc(Cl)nn2)cc1Br
→ -0.6	2.0	-4	9	3.0	-27	1	2.1	-6	-12
- O=C(O)c1cccn2c(=O)c3ccccc3nc12
→ 2.1	1.6	5	0	0.7	-8	-3	0.4	-20	-5
- O=S(=O)(NCCc1csc(-c2ccccc2)n1)c1ccc2c(c1)OCCO2
→ -0.2	1.7	9	-5	-0.4	-17	/	0.5	-14	-1
- Cc1ccc(-n2ncc(C(=O)NCC3CCN(C4CCCC4)C3)c2C2CCN(C(=O)OC(C)(C)C)CC2)cc1 (stereo unspecified)
→ 6.6	-3.0	31	-1	-0.2	7	-2	3.5	7	4
- Cc1ccc(C(=O)Nc2ccccc2[N+](=O)[O-])cc1S(=O)(=O)N1CCOCC1
→ 2.2	1.8	-13	3	-2.8	-14	14	3.7	-4	-14
- COC(=O)c1cc(C#N)c(NCc2ccc(Cl)cc2Cl)nc1C
→ 2.3	2.2	2	0	0.1	-18	/	4.6	-14	2
- CCOC(=O)c1c(NC(=O)C[n+]2ccccc2)sc2c1CCCC2
→ -0.9	1.7	23	3	-2.1	-3	-3	1.3	8	4
- CCN(CC)S(=O)(=O)c1cc(OCC(N)=O)c(C)cc1Cl
→ 3.3	-1.3	-1	2	-2.4	45	0	3.2	-19	2
- CCOC(=O)NC(=O)C(=CNc1ccccc1C)C(=O)NC(=O)OCC
→ 2.1	-0.7	/	0	-1.7	8	-10	-0.3	-4	-5
- Cc1cc(F)ccc1S(=O)(=O)N1CCCOC1CNC(=O)C(=O)NCc1ccccn1 (stereo unspecified)
→ 2.5	3.5	4	2	-0.1	8	0	-0.1	-23	-4
- N=c1c(S(=O)(=O)c2ccc(Cl)cc2)cc2c(=O)n3ccccc3nc2n1CCc1ccccc1
→ -0.8	-0.9	-20	-1	-2.4	/	-8	-0.4	-10	-7
- Cc1ccc(C(=O)N(c2ccccc2)C2CC(C)N(C(=O)c3ccco3)c3ccccc32)cc1 (stereo unspecified)
→ 0.3	-0.8	-1	-2	-1.2	14	-10	-0.5	-15	12
